From PubChem BioAssay
SENP6 block: SENP6 protease inhibitors, primary screen, biochemical, luminescence, uHTS; Recombinant SENP6 catalytic domain, aminoluciferin luminescence; inhibition, % at 10 µM; AID 2599, 2010; Sentrin-specific protease 6 (Homo sapiens), Q9GZR1; 330,000 tested, 1.8% active;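 active = inhibition above about 50% at the single tested dose, limit read from the data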;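 also: plate controls were DMSO wells with enzyme for no effect and DMSO wells lacking enzyme for full effect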
UBC13 inh: UBC13 polyubiquitin chain formation inhibitors, primary screen, biochemical, TR-FRET, uHTS; Ubiquitin-conjugating enzyme E2 N (Homo sapiens), P61088; inhibition, % at 20 µM; 330,000 tested, 0.47% active; AID 485273, 2010; in the data active = inhibition above about 45%, passing the limit was not always enough
Target sequence (P61088 whole entry, looked up): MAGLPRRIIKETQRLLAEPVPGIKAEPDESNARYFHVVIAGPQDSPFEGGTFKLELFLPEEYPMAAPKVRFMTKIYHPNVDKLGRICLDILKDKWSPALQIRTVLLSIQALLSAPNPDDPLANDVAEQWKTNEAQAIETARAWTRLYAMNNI
MIN6 prolif: inducers of MIN6 beta-cell proliferation, primary screen, ATP luminescence, uHTS. MIN6 cells proliferation, ATPlite luminescence, 48 h; cells starved in 0.2% serum; 100% = growth in 10% serum. proliferation, % at 10 µM. 330,000 tested, 0.29% active. AID 2380, 2010;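 active = compounds whose signal lies at least 3.5 SD above the mean of all wells on their plate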;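 also: 0% = DMSO-treated cells in low-serum medium and 100% = 10% serum control; some compounds called inactive have numbers as strong as hits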
SENP1 inh: human SENP1 catalytic domain inhibitors, primary screen, biochemical, FRET, uHTS; 360,000 tested, 0.21% active; AID 624204, 2012; inhibition, % at 10 µM; recombinant SENP1 catalytic domain, CyPet-SUMO1-YPet FRET cleavage;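 active = inhibition at least 30% at 10 µM, raw YFP signal under a set limit, fluorescence ratio 0.5 to 1.5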;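 also: 0% = enzyme with DMSO and 100% = no enzyme wells; some results filed as inactive read as strong as hits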
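Test system: hSENP1 catalytic domain, recombinant; Amount: 20 pM final SENP1 enzyme; Medium: Tris pH 8 buffer plus EDTA, NaCl, BME, BSA, NP40, catalase; Schedule: 50 min enzyme reaction, room temperature, light-protected; Technique: FRET fluorescence in CFP and YFP emission channels; Controls: no-enzyme wells low, DMSO-plus-enzyme wells high control.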
SENP8 block-1: human SENP8 protease inhibitors, primary screen, biochemical, fluorescence, Nedd8 protein substrate, uHTS; inhibition, % at 20 µM; 360,000 tested, 0.64% active; Sentrin-specific protease 8 (Homo sapiens), Q96LD8; AID 602440, 2012; recombinant SENP8; in the data active = inhibition mostly above about 40%, no sharp cut-off; inactive = mostly below about 27%
SENP8 block-2: SENP8 protease inhibitors, primary screen, biochemical, luminescence; Sentrin-specific protease 8 (Homo sapiens), Q96LD8; purified SENP8, Z-RLRGG-aminoluciferin cleavage; inhibition, % at 10 µM; 330,000 tested, 1.2% active; AID 2540, 2010; in the data active = inhibition above about 50%
HKDC1 inhibitor: HKDC1 hexokinase inhibitors, primary screen, biochemical, fluorescence, uHTS; AID 493160, 2011; recombinant HKDC1, G6PDH/diaphorase resazurin coupled fluorescence; 340,000 tested, 0.16% active; Q2TB90; inhibition, % at 20 µM;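 active = inhibition above about 35% when tested at 20 µM, limit read from the data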;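 also: plate controls were DMSO wells with enzyme for no effect and DMSO wells lacking enzyme for full effect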
Target sequence (Q2TB90 whole entry, looked up): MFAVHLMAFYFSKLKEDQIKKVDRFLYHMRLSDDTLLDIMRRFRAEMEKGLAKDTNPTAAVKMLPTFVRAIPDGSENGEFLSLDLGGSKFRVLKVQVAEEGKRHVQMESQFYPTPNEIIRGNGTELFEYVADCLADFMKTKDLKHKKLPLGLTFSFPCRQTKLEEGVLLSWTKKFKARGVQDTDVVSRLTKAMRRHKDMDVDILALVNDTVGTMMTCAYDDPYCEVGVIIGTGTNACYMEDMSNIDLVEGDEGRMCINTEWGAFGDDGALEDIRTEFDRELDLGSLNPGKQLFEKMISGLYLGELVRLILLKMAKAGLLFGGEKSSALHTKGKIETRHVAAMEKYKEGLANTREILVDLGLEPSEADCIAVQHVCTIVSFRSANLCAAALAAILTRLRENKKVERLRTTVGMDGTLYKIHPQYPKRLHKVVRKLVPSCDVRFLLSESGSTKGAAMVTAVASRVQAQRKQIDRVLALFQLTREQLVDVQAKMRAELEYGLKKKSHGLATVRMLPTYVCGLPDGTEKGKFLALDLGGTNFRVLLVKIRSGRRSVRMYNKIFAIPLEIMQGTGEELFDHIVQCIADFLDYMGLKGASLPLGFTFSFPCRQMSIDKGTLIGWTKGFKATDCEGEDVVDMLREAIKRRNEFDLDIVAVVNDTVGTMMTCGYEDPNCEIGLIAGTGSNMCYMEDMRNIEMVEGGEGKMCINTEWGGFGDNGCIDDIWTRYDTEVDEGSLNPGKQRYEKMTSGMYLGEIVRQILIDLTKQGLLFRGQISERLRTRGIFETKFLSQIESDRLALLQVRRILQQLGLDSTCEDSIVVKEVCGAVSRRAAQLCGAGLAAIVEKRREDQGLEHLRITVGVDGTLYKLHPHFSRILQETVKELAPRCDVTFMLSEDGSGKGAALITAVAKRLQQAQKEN
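Material – in-house recombinant HK5 (HKDC1) enzyme · Quantity – HKDC1 at 5 µg/mL · Buffer or medium – pH 8.0 Tris buffer with 10 mM MgCl2 · Reagent – glucose with 1 mM ATP · Dosing – single 20 µM dose · Times – reaction time 90 min, room temperature, protected from light · Technique – resorufin fluorescence at 613 nm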
PfG6PD inh: PfG6PD enzyme inhibitors, primary screen, biochemical, fluorescence intensity, uHTS | PfGluPho enzyme, NADPH resazurin-diaphorase fluorescence | inhibition, % at 20 µM | glucose-6-phosphate dehydrogenase-6-phosphogluconolactonase (Plasmodium falciparum 3D7) | 350,000 tested, 0.78% active;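 active = inhibition reaching at least a set limit at 20 µM in the primary screen, cut at about 59% in these data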;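 also: 0% = DMSO wells with substrate and 100% = DMSO wells lacking glucose-6-phosphate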
SENP7 block: SENP7 protease inhibitors, primary screen, biochemical, luminescence, uHTS; Sentrin-specific protease 7 (Homo sapiens), Q9BQF6; recombinant SENP7, Z-RLRGG-aminoluciferin luminescence, 40 min; inhibition, % at 5 µM; 330,000 tested, 1.5% active;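 active = inhibition above about 50% at the single test dose, limit read from the data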;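 also: plate controls were DMSO with enzyme for no effect and no enzyme buffer wells for full effect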
The depositor's hits bear a star; i = inactive; x = no result given.

Value order – SENP8 block-1	MIN6 prolif	PfG6PD inh	SENP8 block-2	UBC13 inh	HKDC1 inhibitor	SENP1 inh	SENP6 block	SENP7 block
> CSc1ncccc1C(=O)OCc1ccccc1
 : 21	-4	-10	26	5	-9	1	54*	18
> CCOC(=O)CCc1c(C)nc2cc(C3CCCN(C(=O)OC(C)(C)C)C3)[nH]n2c1=O (stereo not drawn)
 : -61	-2	12	-4	-4	0	1	0	-8
> COc1cscc1C(N)=O
 : 12	0	4	0	6	-4	1	-10	-2
> Cc1ccc(-n2c(=O)c3c(n4cnnc24)-c2ccccc2CC32CCCCC2)cc1
 : -12	0	-7	-2	0	11	1	-11	4
> NC(=O)C1CN(S(=O)(=O)c2ccc(Cl)cc2F)c2ccccc2O1 (stereo not drawn)
 : 13	-3	27	-2	-5	-1	0	-12	-8
> COc1ccc(N2CCN(CCCNC(=O)c3ccc(CS(=O)(=O)c4ccc(Cl)cc4)o3)CC2)cc1
 : 8	-1	1	-8	11	-6	1	-4	0
> CCOC(=O)c1c(-c2ccccc2)csc1NC(=O)c1cc(S(=O)(=O)N2CCOCC2)ccc1C
 : -117	-2	17	-7	-8	9	0	-8	-9
> CCOC(=O)Cc1c[nH]c2ccccc12
 : 7	1	3	2	13	-10	-4	-4	-6
> Cc1cccc(OCC(=O)NCC(=O)N/N=C/c2ccc(N(C)C)cc2)c1
 : -441	-4	17	-1	-5	-10	-26	-20	-1
> CCCS(=O)(=O)N1CCCC(C(=O)NCCCOCC)C1 (stereo not drawn)
 : 16	-1	-6	7	0	-8	1	4	-2
> Cc1ccc(N2C(=O)N(CC(=O)N3CCOCC3)C(=O)C2C)cc1 (stereo not drawn)
 : 11	-2	-7	-1	-20	-4	1	-8	-6
> S=c1[nH]nc(-c2cc(-c3ccccc3)n[nH]2)n1/N=C/c1ccccc1
 : 6	-2	29	0	-2	7	2	-6	6
> COc1ccc(NS(=O)(=O)c2cc(NC(=O)COc3ccccc3F)ccc2OC)cc1
 : 6	-3	8	5	5	2	2	-9	3
> COc1c([N+](=O)[O-])c(=O)oc2ccccc12
 : 11	-3	-2	-6	-11	-3	0	6	-16
> CCCN1CCC(=O)N([C@H](CO)CC(C)C)CC1
 : 22	0	2	-5	-1	-6	1	-10	-3
> CCN(CC)S(=O)(=O)c1cc(NC(=O)CNc2cccc(S(=O)(=O)N3CCCC3)c2)ccc1C
 : 5	-7	10	-6	3	-1	1	-3	-4
> O=C1Cc2ccccc2C(c2ccc(Cl)cc2)N1 (stereo not drawn)
 : 18	0	-2	6	-4	0	-1	-4	2
> CCN(C(=O)c1sc(N)c(C#N)c1C)C1CCCCC1
 : 4	7	-1	-6	-2	-6	0	7	-6
> CCN1CCN(c2ccc(S(=O)(=O)N3CCOCC3)cc2NC(=O)C2CCC(C(C)(C)C)CC2)CC1 (stereo not drawn)
 : -2	x	24	x	x	0	-3	x	x
> CN(C)Cc1c(O)ccc2c1O/C(=C\C=C\c1ccccc1)C2=O
 : -244	-6	3	-9	-4	-6	-29	-16	0
> O=C(Cc1ccccc1)c1c[nH]c(C(=O)NC2CCCC2)c1
 : 3	-2	-3	-6	6	-9	2	-14	0
> COc1cccc2cc(-c3csc(NC(=O)CCC(=O)NCCCN4CCC(C)CC4)n3)c(=O)oc12
 : -397	-6	2	34	3	7	-1	6	5
> Cc1ccc(-n2[nH]c(C)c(C=Nc3ccc(S(=O)(=O)N4CCOCC4)cc3)c2=O)c(C)c1
 : x	-1	x	0	1	x	x	0	3
> Nc1nc(SCC(=O)N2CCOCC2)n[nH]1
 : 7	-2	6	-6	2	-11	1	-12	4
> COc1ccc(C2CC(=O)N3CN(c4ccc(C)c(Cl)c4)CSC3=C2C#N)cc1OC (stereo not drawn)
 : -12	4	59*	2	-5	17	-38	-2	8
> Cc1c(Br)c([N+](=O)[O-])nn1CCCC(=O)NC(C)c1ccccc1 (stereo not drawn)
 : 18	2	-2	2	0	-7	1	2	8
> COc1ccc(/C=C/C(=O)N2CCCc3ccccc32)cc1
 : 9	0	20	-15	2	9	-3	-1	-4
> COCCN(C(=O)COC(=O)Cc1coc2cc(C)ccc12)c1c(N)n(Cc2ccccc2)c(=O)[nH]c1=O
 : -8	2	-3	1	-1	0	-3	-13	7
> Cc1ccc(NC(=O)Nc2ccccc2)nc1
 : 12	1	-4	18	5	0	2	24	26
> COC(=O)c1ccccc1NC(=O)CSc1nc2ncccc2[nH]1
 : -9	6	-11	6	1	4	-9	7	2

Structures listed so far containing a cyano group (two):
Value order – SENP8 block-1	MIN6 prolif	PfG6PD inh	SENP8 block-2	UBC13 inh	HKDC1 inhibitor	SENP1 inh	SENP6 block	SENP7 block
> CCN(C(=O)c1sc(N)c(C#N)c1C)C1CCCCC1
 : 4	7	-1	-6	-2	-6	0	7	-6
> COc1ccc(C2CC(=O)N3CN(c4ccc(C)c(Cl)c4)CSC3=C2C#N)cc1OC (stereo not drawn)
 : -12	4	59*	2	-5	17	-38	-2	8

Other structures:
Value order – SENP8 block-1	MIN6 prolif	PfG6PD inh	SENP8 block-2	UBC13 inh	HKDC1 inhibitor	SENP1 inh	SENP6 block	SENP7 block
> CCN(C(=O)c1ccc2c(=O)n3c(nc2c1)CCCCC3)c1cc(OC)ccc1OC
 : -6	-4	1	0	3	1	4	13	1
> CCOC(=O)c1c(NC(=O)C2c3ccccc3Oc3ccccc32)sc(C(C)=O)c1C
 : 30	-5	-15	1	0	9	1	-27	3
> O=C(O)COc1ccccc1/C=N/NC(=O)c1cc(-c2ccccc2)nc2ccccc12
 : -7	2	-5	-8	-4	-2	2	5	6
> CC(c1ccon1)N(C)C(=O)c1ccc(OC2CCN(C(=O)C3CC3)CC2)cc1 (stereo not drawn)
 : 18	-1	-2	3	3	-1	1	-12	8
> CCN(CC)Cc1c(C(=O)N/N=C/c2c(Cl)cccc2Cl)nnn1-c1nonc1N
 : 7	-1	15	6	-1	-3	1	7	6
> O=C1C=CC(=O)C(CNc2ccc(C(=O)OCc3ccccc3)cc2)=C1
 : 9	x	75*	x	x	47*	6	x	x
> CCc1nnc(NC(=O)CCC2CCCCC2)s1
 : 2	0	-6	-3	1	-6	27	-6	5
> NC(=O)c1oc2ccccc2c1NC(=O)C1CC(=O)N(c2ccccc2)C1 (stereo not drawn)
 : -14	0	3	3	6	-1	3	2	-2
> CC1(C)CC(NC(=O)C2CCN(S(=O)(=O)c3ccc(F)cc3)CC2)CC(C)(C)N1
 : 9	-1	-1	2	9	-4	-1	5	-2
> CCCC(=O)Nc1c2c(nn1-c1ccc(OC)cc1)CS(=O)C2 (stereo not drawn)
 : 9	2	-6	0	4	-1	3	-2	-1
> Cc1ccc2cc(CN(C)S(C)(=O)=O)c(=O)[nH]c2c1
 : -77	0	3	-10	2	-7	-1	-9	-6
> S=C(Nc1ccccc1)N1CCCCC1
 : 17	0	-13	3	-2	-2	7	2	-2
> Cn1ccnc1SCC(=O)NC1(C#N)CCCCC1
 : 5	4	10	2	2	-5	1	-4	5
> CCCC(=O)N(c1ccc(C(=O)O)cc1)c1nc(-c2ccccc2)c(C)s1
 : -4	0	-22	-3	-3	-9	1	-2	2
> CCCCCc1c(C)nc(N2CCN(Cc3ccc4c(c3)OCO4)CC2)[nH]c1=O
 : 10	-3	6	-5	4	-5	2	-32	7
> CCc1nn(CC(=O)NC2CCN(Cc3ccccc3)CC2)c(=O)c2cc3cc(F)ccc3n12
 : -112	-7	-2	9	-1	-2	-2	21	-1
> O=C(c1cc(C2CC2)nn1-c1ccccc1)N1CCN(c2ccccn2)CC1
 : 0	-1	-8	-10	0	-1	-1	7	-2
> CCN(CC)S(=O)(=O)c1cccc(C(=O)NCCc2ccccc2)c1
 : 26	-1	7	-1	-6	-8	-1	-26	5
> CC(=O)N1N=C(c2ccc(C)cc2)CC1c1ccco1 (stereo not drawn)
 : 4	-4	-14	22	-2	4	1	39	38
> Cc1ccc2nc(SCC(=O)c3ccc(Cl)cc3)nc(=O)n2c1
 : -57	10	14	-2	-6	-2	-1	-5	-11
> CCOC(=O)c1ccc(-c2ccc(-c3cc(=O)oc4cc(OC)c(OC)c(OC)c34)cc2)cc1
 : -24	x	23	x	x	-2	-1	x	4
> COc1ccc(C(=O)N2CCN(c3nc4cc(C)ccc4cc3C#N)CC2)c(OC)c1
 : i	0	5	3	14	-3	-68	-7	-2
> CCC(C)NC(=O)c1[nH]c(C)c(C(=O)OC)c1C (stereo not drawn)
 : -7	-2	-1	-4	3	-4	-1	-5	11
> CCc1ccccc1N1C(=O)C(Cl)=C(N2CCOCC2)C1=O
 : 4	-3	6	-5	-4	-3	4	10	2
> O=C(Nc1ccccn1)c1nc(-c2ccccc2)n(-c2ccccc2)n1
 : 1	2	17	-1	10	0	-3	-4	-6
> N/C(=N\OCc1ccccc1)c1nonc1N
 : 22	-3	-13	55*	-1	-3	0	61*	69*
> CC(Oc1ccc(C#N)cc1)C(=O)N1CC=C(c2ccccc2)CC1 (stereo not drawn)
 : -6	-3	-4	-2	5	-4	-1	1	9
> COc1cc(CCC(=O)N2CCN(c3ncccn3)CC2)cc(OC)c1OC
 : -12	-3	13	2	5	-3	5	10	9
> Cc1ccc(C)c(COC(=O)CCN=C2NS(=O)(=O)c3ccccc32)c1
 : 5	2	22	11	2	-6	2	-1	-1
> O=C(Nc1ccccc1C(=O)Nc1cccnc1)c1ccccc1
 : -1	0	8	-3	2	2	-1	-18	-4
> O=C(CN1CCOCC1)N/N=C/c1cccc2ccccc12
 : 4	-2	23	-11	-9	-5	1	2	9
> O=C1OC(c2ccc(F)cc2)=C/C1=C\c1ccc([N+](=O)[O-])o1
 : x	-6	x	-12	-71	x	x	-8	-9
> Cc1cc(C)cc(OCC(=O)Nc2ccncc2)c1
 : 1	-3	7	1	-10	-7	3	-10	-3
> O=C(O)C/C(=C\c1ccc(Cl)cc1)c1nc2ccccc2o1
 : -272	-2	-20	-7	-4	-9	1	-15	-4
> COC(=O)CNC(=O)c1cc(-c2ccncc2)nc2c(C)c(Cl)ccc12
 : -10	2	-2	6	12	-4	1	6	0
> CCOc1ccc(CCNC(=O)C(C)n2nc(C)c3c(C)n(-c4ccccc4)nc3c2=O)cc1 (stereo not drawn)
 : 1	9	-2	4	0	-2	-1	1	-6
> Cc1ccc(C(=O)CSc2nc3ccccc3c(=O)n2-c2ccccc2)s1
 : 10	-1	6	0	4	-4	2	-15	1
> O=C(NCCCN1CCCC1=O)C(=O)NCC1OCCCN1S(=O)(=O)c1cc(F)ccc1F (stereo not drawn)
 : 4	-2	-15	1	2	8	-2	7	14
> O=C1C(C2=C(O)c3ccccc3C2=O)=Nc2ccccc21
 : 60*	-7	17	79*	-94	-242	23	89*	17
> OCCC1CN(Cc2cccc3nccnc23)CCN1Cc1ccc(F)c(F)c1 (stereo not drawn)
 : 17	-1	-1	-9	1	-9	0	14	-7
